Screens deposited in PubChem BioAssay by National Center for Advancing Translational Sciences (NCATS).
TGFb inhibitor = qHTS for Inhibitors of TGF-b; HepG2 CAGA-GFP TGF-b/SMAD3 reporter, GFP fluorescence, 18 h; TGF-beta stimulated, 500 pg/mL final; Potency, µM (titrated, usually from 46.1 µM), for inactives: top-dose activity, negative = inhibition, actives largely listed as inhibitors; actives 1.2% (n = 410,000); AID 588855, 2011; note: potency is the fitted concentration of half-maximal effect; % is set by controls: 0 for no effect and ±100 for the full control effect; nearly all actives have a fitted effect of over 65% in size
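Cell-based qHTS in HEPG2 carrying a CAGA-GFP Smad reporter; compounds added before 500 pg/mL final TGF-beta, 18 h incubation at 37 degrees C, GFP fluorescence quantified per cell by imaging cytometry.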
A549 tox = Nrf2 qHTS screen for inhibitors: counterscreen for cytotoxicity | A549 ARE-Fluc cells, CellTiter-Fluor viability, 18-24 h | Potency, µM (series often up to 46 µM), for inactives: at the highest dose activity change, negative = cytotoxicity, usual class: inhibitors | actives 0.16% (n = 390,000) | AID 504648, 2011; note: potency is the fitted concentration of half-maximal effect; % is set by controls: 0 for no effect and ±100 for the full control effect
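Cytotoxicity counterscreen: CellTiter-Fluor fluorescence was measured in A549 ARE_Fluc cells after 18-24 h of compound exposure in a concentration series. The subsequent BugLite luminescent read reports ARE-luciferase activity.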
Nrf2 activator = qHTS of Nrf2 Activators. AREc32 ARE-luciferase reporter (MCF7-derived line), luminescence, 24 h. Potency, µM (titrated, usually from 46.1 µM), without a hit: at the top dose activation, hits mostly activators. actives 0.31% (n = 410,000). AID 624171, 2012; note: potency is the fitted concentration of half-maximal effect; % of control where 0% means no effect; nearly all actives have a fitted effect of over 65% in size
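ARE-driven firefly luciferase activity in AREc32 cells measured after a 24 hr compound exposure at 37 deg C, using Steady-Glo reagent and a 30 min room-temperature hold.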
ATXN viability = Viability Counterscreen for Primary qHTS for Inhibitors of ATXN expression; S2 cells (HEK-293 line with an ATXN2-luciferase reporter) viability, CellTiter-Fluor protease fluorescence, 24 h; Potency, µM (series often up to 56.7 µM), actives largely listed as cytotoxic; actives 0.49% (n = 400,000); note: potency is the fitted concentration of half-maximal effect; nearly all actives have a fitted effect of over 40% in size
IL2 activator = qHTS of IL-2 Activators | IL-2 activation reporter assay, cell-based qHTS; stimulated with anti-CD3/CD4/CD28 beads; in transgenic mouse T cells | activation, % (series mostly up to about 46 µM) | actives 0.065% (n = 360,000); in the data active = activation above about 50%; inconclusive = mostly about 30% to 49%; note: 0% is about no effect
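Quantitative HTS in unstimulated transgenic mouse T cells, with memory T cells as non-tolerant control and PMA/ionomycin as tolerance-bypass control. Compound pretreatment lasted 60 minutes before 18 h bead stimulation; EGFP/DsRed fluorescence read.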
HepG2 viability = qHTS for Inhibitors of TGF-b: Cytotox Counterscreen. HepG2 CAGA-GFP viability, ATP luminescence, 18 h. Potency, µM (series often up to 46.1 µM), inactives show at the top dose activity change, negative = cytotoxicity, usual class: cytotoxic. actives 0.76% (n = 410,000). AID 588856, 2011; note: potency is the fitted concentration of half-maximal effect; some results filed as inactive show a strong effect at the top dose
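CellTiter-Glo luminescence gave cytotoxicity after 18 hours at 37 degrees C. The cells were HepG2 CAGA-GFP in 1% FBS DMEM, stimulated with 500 pg/mL TGF-beta after compound addition. %Activity was normalised to no-cell wells (complete cell-killing) and DMSO (no toxicity), and curves were fitted and classified.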
Nrf2 inh = Nrf2 qHTS screen for inhibitors; actives 2.1% (n = 360,000); AID 504444, 2011; A549 ARE-Fluc reporter, luciferase luminescence, 18-24 h; Potency, µM (doses to about 46 µM), for inactives: at the top dose activity change, negative = inhibition, usual class: inhibitors; note: potency is the fitted concentration of half-maximal effect; % is set by controls: 0 for no effect and ±100 for the full control effect; nearly all actives have a fitted effect of over 60% in size
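Nrf2 activity is the BugLite luminescence, read 15 min after reagent at room temperature, following CellTiter-Fluor cytotoxicity readout (30 min, 37C). Compound titrations were applied for 18-24 h to 5000 A549 ARE_Fluc cells/well in 5% FBS OPTI-MEM.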
ATXN2 expr inh = Primary qHTS for Inhibitors of ATXN expression. AID 1745845, 2022. Potency, µM (top dose mostly 57 µM), without a hit: at the top dose activity change, negative = inhibition, most hits filed as inhibitors. HEK-293 ATXN2-luciferase reporter, luminescence, 24 h. actives 0.72% (n = 360,000); note: potency is the fitted concentration of half-maximal effect; % is set by controls: 0 for no effect and ±100 for the full control effect; nearly all actives have a fitted effect of over 55% in size
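ATXN2-luciferase reporter cells (luciferase flanked by upstream and downstream ATXN2 gene portions) were treated 24 h at 37 °C with compounds at up to 57 uM. SteadyGlo luminescence gave expression; GF-AFC fluorescence gave viability.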
EPAC2 ag = qHTS for Agonist of cAMP-regulated guanine nucleotide exchange factor 4 (EPAC2): primary screen | Rap guanine nucleotide exchange factor 4 (Homo sapiens), Q8WZA2 | EPAC2 activation, biochemical qHTS; response scale: 100% = 6.5 mM cAMP response | Potency, µM (highest dose often 154 µM), inactives show at the top dose activation, hits mostly activators | actives 0.079% (n = 360,000); note: potency is the fitted concentration of half-maximal effect; nearly all actives have a fitted effect of over 50% in size
Target sequence (Q8WZA2 whole entry, looked up): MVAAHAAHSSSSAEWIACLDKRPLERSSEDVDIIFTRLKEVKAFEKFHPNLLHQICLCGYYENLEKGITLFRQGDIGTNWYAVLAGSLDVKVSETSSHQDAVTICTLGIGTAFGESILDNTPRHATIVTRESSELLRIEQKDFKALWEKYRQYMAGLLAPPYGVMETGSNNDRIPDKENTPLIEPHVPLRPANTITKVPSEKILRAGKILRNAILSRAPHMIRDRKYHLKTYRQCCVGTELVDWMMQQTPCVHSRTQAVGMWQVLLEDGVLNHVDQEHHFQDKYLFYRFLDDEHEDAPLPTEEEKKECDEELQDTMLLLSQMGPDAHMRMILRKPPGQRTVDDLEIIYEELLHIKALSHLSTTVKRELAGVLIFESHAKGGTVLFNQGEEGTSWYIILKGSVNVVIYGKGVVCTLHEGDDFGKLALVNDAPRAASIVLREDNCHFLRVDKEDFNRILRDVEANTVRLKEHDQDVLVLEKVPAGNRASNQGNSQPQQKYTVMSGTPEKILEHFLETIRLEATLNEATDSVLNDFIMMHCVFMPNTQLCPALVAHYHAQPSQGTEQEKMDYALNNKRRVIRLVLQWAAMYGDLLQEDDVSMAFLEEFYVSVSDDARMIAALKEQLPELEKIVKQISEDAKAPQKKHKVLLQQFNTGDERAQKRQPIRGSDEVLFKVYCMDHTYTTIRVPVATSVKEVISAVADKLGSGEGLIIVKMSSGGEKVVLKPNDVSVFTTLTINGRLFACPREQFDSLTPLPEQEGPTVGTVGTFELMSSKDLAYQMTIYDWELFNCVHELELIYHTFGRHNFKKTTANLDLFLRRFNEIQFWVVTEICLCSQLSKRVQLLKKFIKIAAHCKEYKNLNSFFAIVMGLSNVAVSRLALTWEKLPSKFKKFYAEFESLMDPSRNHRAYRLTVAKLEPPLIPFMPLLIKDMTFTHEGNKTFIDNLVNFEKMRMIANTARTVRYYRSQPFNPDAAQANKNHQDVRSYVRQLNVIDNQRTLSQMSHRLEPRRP
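Setup: EPAC2 100 nM, labeled Rap1B complex 250 nM, free GDP 50 uM. Compound titrations pinned in, brief spin, 5 min room temperature incubation. Kinetic fluorescence read over 30 min, normalized to 6.5 mM cAMP.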
Starred values were filed as active, the others as inactive; i = inactive; ? = inconclusive; · = no result given; & = joins results of further samples; [ ] = dose if it differs, or a comment. Unless noted, calls come from the whole dose curve; as a rule, active = well fitted curve in the direction sought with a large enough effect; inconclusive = small, poorly fitted or top-dose-only effect, or another doubt; inactive = no such curve, though single readings can be large; an effect the other way counts as inactive or inconclusive.

SMILES	TGFb inhibitor	A549 tox	Nrf2 activator	ATXN viability	IL2 activator	HepG2 viability	Nrf2 inh	ATXN2 expr inh	EPAC2 ag
Cc1nn(CC(=O)N2CCN(c3ccc(Cl)cc3)CC2)c(=O)c2cccn12	-14.8%&-6.7%	5.3%&-1.3%	0.5%&0.3%	·	-0.5	-2.9%&-9.1%	-20.2%&7.8%	6.4%	16.5%
Cn1ccnc1C(=O)c1ccc(NN)c([N+](=O)[O-])c1	-28.1%	-29.3%	?	i	-0.3	0.4%	?	·	0.1%
Cc1cccc(N2CCN(S(=O)(=O)c3c(C)[nH]c(=O)[nH]c3=O)CC2)c1C	-41.2%&10.0%	0.2%&-1.3%	-0.8%&-0.6%	i	3.9	-7.1%&-0.9%	-14.9%	-1.0%&1.5%	2.3%
COc1cc(/C=C/C(=O)OCC(=O)Nc2ccc3[nH]c(=O)[nH]c3c2)ccc1OC(F)F	5.7%	·	-0.6%	i	-1.8	15.4%	·	·	1.2%
CCOC(=O)N1CCC(=NNc2ccc(S(=O)(=O)N3CCOCC3)cc2[N+](=O)[O-])CC1	-0.2%	-3.6%	-0.2%	i	-0.7	-8.8%	?	-12.7%	-3.9%
C[C@@H](C(=O)NCc1ccc(S(C)(=O)=O)cc1)[C@@H]1C[C@@]1(C)[C@@H](NC(=O)OCc1ccccc1)c1ccccc1	?	-3.6%	0.0%	i	0.0	2.3%	0.4%	5.9%	-2.4%
Cc1ccc(C)c(N2CCN(CCCNc3ncnc4onc(-c5ccc(Cl)cc5)c34)CC2)c1	6.1%	-25.1%	0.1%	i	·	0.0%	12.0%	-7.6%	·
O=C(COc1ccc(/C=N/NC(=O)c2cccnc2)cc1)Nc1ccccc1	12.2%	-2.5%	0.1%	?	-0.7	9.0%	3.6%	11.1%	-2.1%
Cc1ccc(CN2CCN(Cc3cnc(C)s3)CC2CCO)o1 (stereo not drawn)	-13.4%	-3.2%	0.2%	i	0.0	1.9%	0.1%	5.4%	7.3%
Cc1cc(C(=O)CSc2n[nH]c(-c3ccccc3F)n2)c(C)n1Cc1cccs1	-45.8%	-1.4%	5.2%	i	-0.6	-51.5%	·	-0.8%	8.6%
CC(C)(C)C(=O)N(Cc1ccccc1)c1ccccn1	17.3%	3.2%	-0.6%	i	-1.3	0.3%	0.2%	-5.2%	3.2%
O=C(Nc1ccc(N2CCOCC2)cc1)c1c(F)cccc1Cl	9.9%	1.9%	2.7%	i	0.2	2.7%	?	-3.4%	1.7%
CCCNC(=O)COC(=O)c1ccc(S(=O)(=O)N2CCCCCC2)cc1	5.4%	13.0%	-0.7%	i	0.1	4.4%	13.8%	-4.4%	6.3%
O=C(CCCCn1ccc(=O)[nH]c1=O)Nc1ccc(O)c(C(=O)O)c1	13.3%	-3.5%	-0.2%	i	-0.5	-10.1%	0.0%	19.0%	4.2%
O=C(N/N=C/c1cccnc1)c1cc(C2CC2)nc2ccccc12	-4.6%	1.1%	2.0%	i	-4.0	-24.1%	-9.5%	-1.8%	2.2%
C=CCn1c(SCC(=O)Nc2c(C)cccc2C)nnc1-c1cnccn1	-4.5%	5.1%	0.0%	i	-2.7	2.2%	0.6%	-5.1%	3.2%
O=C(COc1ccc(F)cc1)N1CCCCCCC1	4.5%	0.8%	-1.2%	i	-4.1	-6.2%	7.8%	4.9%	0.1%
COC(=O)C(Cc1c[nH]c2ccccc12)NC(C)=O (stereo not drawn)	-2.3%	-0.5%	-0.4%	i	-1.1	3.6%	·	4.3%	-5.7%
Cc1cc(C(=O)CN2C(=O)NC3(CCCCC3)C2=O)c(C)n1Cc1ccc2c(c1)OCO2	?	-11.2%	3.9%	i	-0.1	-5.0%	?	42.3%[activator]	10.6%
COc1ccc(OCC(O)CN2C(=O)NC(C)(C)C2=O)cc1 (stereo not drawn)	-2.3%	8.6%	-0.2%	i	-0.6	0.3%	20.9%	0.8%	6.5%
Cc1cc2c(cc3c(=O)n(CC(=O)NCCCN4CC(C)CC(C)C4)ncn32)s1 (stereo not drawn)	7.1%	9.1%	-1.5%	i	-4.2	8.0%	17.8%	6.6%	-4.0%
CC(=O)c1cccc(NC(=O)CC2S/C(=N/N=C/c3cccs3)NC2=O)c1 (stereo not drawn)	12.5%	-1.2%	3.0%	i	0.2	5.8%	2.3%	10.2%	7.7%
CCc1cccc(CC)c1NC(=O)c1cc(S(=O)(=O)N2CCc3ccccc32)cn1C	?	-19.4%	-1.2%	·	·	-21.3%	23.1µM*	·	·
CC[n+]1c(/C=C2/C=C(C)CC(C)C2)sc2ccccc21 (stereo not drawn)	-22.2%	-23.1%	21.6%	i	1.4	-18.2%	?	-15.9%	5.2%
COc1cc(C(=O)NC(c2ccccc2)c2ccccc2)cc(OC)c1OC	5.1%	-5.7%	-0.1%	i	-0.7	0.1%	-5.8%	23.5%	4.6%
Cc1ccccc1-c1noc(-c2cc(-c3ccc(F)cc3)n[nH]2)n1	?	13.9%	3.5%	·	·	-8.5%	?	·	·
CCOc1cc(C(=O)N2CC(=O)Nc3ccc(F)cc3C2c2ccccc2)cc(OCC)c1OCC (stereo not drawn)	22.9%	7.9%	0.1%	i	·	-8.8%	-15.9%[9.27 µM]	9.3%	·
Cc1ccnc(Nc2nc(-c3c(C)nc4sccn34)cs2)c1	?	-12.1%	-0.1%	·	-3.0	-58.8%	20.6µM*	·	8.3%
CC(CC(=O)N1CCN(c2cccc(Cl)c2)CC1)S(=O)(=O)c1ccc2c(c1)NC(=O)CO2 (stereo not drawn)	-2.5%	?	-0.2%	?	-3.0	-2.3%	6.51µM*	-26.2%	9.4%
O=C(COC(=O)/C=C/c1ccccc1)NC(=O)NCc1ccccc1	-21.7%	0.7%	-0.6%	i	-0.3	-10.5%	4.5%	-5.2%	2.7%
Cc1cccc(C)c1NC(=O)c1c[nH]c2ccccc12	0.0%	-8.4%	0.7%	i	1.3	-10.2%	?	63.0%[activator]	3.5%
COc1ccccc1/C=N/NS(=O)(=O)c1ccccc1	-1.9%	0.0%	-1.0%	i	-0.1	-2.1%	1.8%	·	-3.8%
COC(=O)CN(c1nc(C)c(Br)c(OC)n1)S(=O)(=O)c1ccccc1	-15.8%	1.0%	0.3%	i	-0.1	-21.6%	-3.4%	·	7.2%
CCc1ccccc1NC(=O)NNC(=O)CCc1ccc(OC)cc1	-0.3%	5.1%	-0.1%	i	-1.5	-0.1%	-9.0%	-1.8%	-0.6%
COc1cc([N+](=O)[O-])ccc1-c1ccc(C(=O)Nc2ccc(NC(C)=O)cc2)o1	3.0%	-9.8%	1.9%	i	0.6	5.4%	-7.8%	4.2%	8.0%
Nc1ncnc2c1ncn2[C@@H]1O[C@H](CNCc2cn(CC(=O)NC3CC3)c3ccccc23)[C@@H](O)[C@H]1O	-3.6%	6.7%	-0.9%	i	-0.1	-15.9%	4.5%	1.7%	1.9%
c1ccc(-c2cc3c(N4CCCCC4)ncnc3s2)cc1	4.1%	11.3%	0.5%	i	-0.8	-9.4%	?	-3.9%	13.1%
Cc1cc2c(cc1C)C(c1cccc(F)c1)CC(=O)N2 (stereo not drawn)	-26.5%	-3.0%	-0.6%	?	-2.3	-2.6%	-21.9%	·	-9.4%
COc1ccc(NC(=O)c2[nH]nc3c2CSc2ccccc2-3)c(OC)c1	-15.1%	6.6%	0.7%	·	·	-13.7%	0.4%	·	·
O=C(c1ccncc1)N1N=C(C2CC2)CC1(O)C(F)(F)F (stereo not drawn)	10.1%	-4.0%	-0.5%	i	0.9	8.1%	7.7%	-13.7%	3.8%

Next section (2 carried over from the part before).
SMILES	TGFb inhibitor	A549 tox	Nrf2 activator	ATXN viability	IL2 activator	HepG2 viability	Nrf2 inh	ATXN2 expr inh	EPAC2 ag
COc1ccc(NC(=O)c2[nH]nc3c2CSc2ccccc2-3)c(OC)c1	-15.1%	6.6%	0.7%	·	·	-13.7%	0.4%	·	·
O=C(c1ccncc1)N1N=C(C2CC2)CC1(O)C(F)(F)F (stereo not drawn)	10.1%	-4.0%	-0.5%	i	0.9	8.1%	7.7%	-13.7%	3.8%
O=C(CSc1nc2ccccc2s1)Nc1nccs1	13.1%	1.3%	0.1%	·	-0.6	-10.2%	?	·	8.1%
Cn1c(N)c(C(=O)CSc2nc3ccccc3c(=O)n2Cc2ccccc2)c(=O)n(C)c1=O	-1.8%	?	-0.2%	i	-1.5	1.8%	?	7.4%	5.8%
Cc1ccc(OCC(=O)Nc2ccc(N3CCCC3)cc2)cc1C	3.2%	-6.0%	0.0%	i	0.3	-5.8%	2.1%	-8.3%	-10.2%
CCCCN1C(=O)C(=O)N(CC(=O)Nc2cccc(C(C)=O)c2)C1=O	-1.8%	-0.9%	0.0%	i	-0.8	-0.9%	0.2%	5.7%	5.4%
CCOC(=O)N1CCN(C2CCCN(C(=O)c3cccc(Cl)c3)C2)CC1 (stereo not drawn)	-14.4%	3.2%	0.3%	i	3.5	-71.2%	0.0%	2.6%	5.5%
CCOc1ccc(CCN2C(=S)N([C@@H](CC(C)C)CN3CCCC3CN3C(=S)NC[C@@H]3CC(C)C)C[C@@H]2Cc2ccc(O)cc2)cc1 (stereo partly drawn)	?	-12.5%	0.5%	?	-0.9	-12.7%	?	?	-4.3%

Rows were taken by chance; any-hit rate near 4.3%.
